Compound activity (PubChem BioAssay)
Pf Dd2 inh = P. falciparum Dd2 growth inhibitors, primary screen, SYBR Green fluorescence, single dose replicates. 72 h; hits give low values. activity change, % at 10 µM. hit rate 2.3% among 94,000. AID 1159554, 2015; in the data active means activity change below about -80%; inconclusive means no clear call, values can overlap the other calls
T cruzi growth = T. cruzi intracellular proliferation inhibitors, primary screen, cell-based, beta-gal Tulahuen parasites, NIH3T3 host, luminescence | T. cruzi beta-gal in NIH3T3, GalScreen luminescence, 90 h | inhibition, % at 8.34 µM | hit rate 5.9% among 77,000 | AID 624255, 2012;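 active means mean inhibition above about 93%, with at least 55% of replicates each passing it, limit read from the data, passing the limit was not always enough; inconclusive means only one of those two conditions holds; inactive means neither condition holds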
GASC1 inh = inhibitors of GASC-1 (KDM4C) histone demethylase, primary screen, biochemical, single concentration HTS. GST-KDM4C 2-372, H3K9me3 peptide, LANCE TR-FRET. inhibition, % at 12.5 µM. hit rate 0.15% among 96,000. AID 720574, 2013;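 active means mean replicate inhibition above about 25%, with at least 55% of replicates also reaching it, limit read from the data, passing the limit was not always enough; inconclusive means only one of those two conditions met; inactive means neither condition met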
Target sequence (Q9H3R0 2-372 limits assumed): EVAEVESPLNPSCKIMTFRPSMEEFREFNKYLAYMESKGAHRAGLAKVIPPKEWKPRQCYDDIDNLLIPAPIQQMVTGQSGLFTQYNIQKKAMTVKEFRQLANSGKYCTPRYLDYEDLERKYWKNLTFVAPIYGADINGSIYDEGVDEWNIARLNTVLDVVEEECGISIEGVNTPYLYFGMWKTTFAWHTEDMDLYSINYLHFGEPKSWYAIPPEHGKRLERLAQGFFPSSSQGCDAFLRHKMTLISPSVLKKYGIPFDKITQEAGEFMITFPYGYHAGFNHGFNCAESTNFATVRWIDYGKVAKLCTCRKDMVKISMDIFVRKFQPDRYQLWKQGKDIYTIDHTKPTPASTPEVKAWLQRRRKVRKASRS
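Test system: N-terminal GST-fused human GASC-1 (KDM4C) fragment, residues 2-372; quantity: GASC-1 enzyme at 10 nM final in reaction; dosing: single dose; schedule: 30 min demethylation and 1 h detection at room temperature; signal: LANCE TR-FRET, excitation 340 nm, emissions 618 and 671 nm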
C diff growth = C. difficile growth inhibitors, primary screen, HTS. Clostridium difficile clinical isolate growth, OD600, 24 h; hits give low values. growth activity, negative = inhibition, % at 16 µg/mL (by protocol). hit rate 0.25% among 86,000;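 active means mean growth activity at or below -80% and every replicate also at or below -80%; inconclusive means mean at or below -80% but some replicate above -80%; inactive means mean growth activity above -80%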;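 further: 0% = DMSO wells and -100% = levofloxacin 16 µg/mL wells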
Active calls of the source: *; ? = inconclusive; nt = no result given; & = joins results of further samples.

SMILES | Pf Dd2 inh | T cruzi growth | GASC1 inh | C diff growth
COc1ccc(S(=O)(=O)N(C)C[C@@H]2OCCCC[C@H](C)Oc3ccc(NC(=O)Cc4ccccc4)cc3C(=O)N([C@H](C)CO)C[C@H]2C)cc1 | -84* | 98 | -4.8 | 8
C[C@@H]1CCCCO[C@H](CN(C)S(=O)(=O)c2ccccc2)[C@H](C)CN([C@H](C)CO)C(=O)c2cc(NC(=O)Cc3ccccc3)ccc2O1 | -61 | nt | -1.0 | nt
CO[C@H]1CN(C)C(=O)c2cc(NC(=O)C3CC3)ccc2OC[C@@H](C)N(C(=O)C2CCOCC2)C[C@H]1C | 34 | -45 | 1.0 | nt
C[C@H]1CN([C@@H](C)CO)S(=O)(=O)c2ccc(-c3ccncc3)cc2O[C@@H]1CN(C)Cc1ccccn1 | -55 | 117* | -2.0 | -3
C[C@@H]1CN([C@@H](C)CO)C(=O)c2cc(NS(=O)(=O)c3cn(C)cn3)ccc2O[C@@H](C)CCCCO[C@@H]1CN(C)C(=O)CCC(F)(F)F | 33 | 22 | -0.3 | 4
C[C@H](CO)N1C[C@H](C)[C@@H](CN(C)Cc2ccc(Oc3ccccc3)cc2)Oc2c(NC(=O)C3CCOCC3)cccc2C1=O | -29 | 3 | 0.5 | 24
COc1ccc(S(=O)(=O)Nc2ccc3c(c2)C(=O)N([C@@H](C)CO)C[C@@H](C)[C@@H](CN(C)Cc2ccc(Oc4ccccc4)cc2)O3)cc1 | -19 | 60 | -2.7 | 20
O=C([C@@H]1[C@@H](CO)[C@@H]2Cn3c(ccc(/C=C/c4ccccc4)c3=O)[C@@H]2N1CC1CC1)N1CCOCC1 | -4 | 92 | 1.8 | 13
CC(C)NC(=O)Nc1ccc2c(c1)CC(=O)N([C@H](C)CO)C[C@H](C)[C@H](CN(C)C(=O)NC1CCCCC1)O2 | -5 | -5 | -0.6 | nt
Cn1cnc(S(=O)(=O)N[C@@H]2C=C[C@H](CC(=O)NCC3CCCCC3)O[C@@H]2CO)c1 | -7 | nt | -2.2 | -2
CC=Cc1ccc2n(c1=O)C[C@@H]1[C@@H](CO)[C@H](C(=O)NCCC)N(Cc3cccc(F)c3)[C@H]21 (mixture of isomers) | -28 | 35 | 1.7 | 3
C[C@H](CO)N1C[C@H](C)[C@H](CN(C)C(=O)Nc2ccccc2)Oc2ccc(NC(=O)Cc3ccccc3)cc2C1=O | -22 | 27 | 5.4 | 6

Entries of single compounds as entered above. Values in the order: Pf Dd2 inh	T cruzi growth	GASC1 inh	C diff growth
Listed for `Cn1cnc(S(=O)(=O)N[C@@H]2C=C[C@H](CC(=O)NCC3CCCCC3)O[C@@H]2CO)c1` → -7	nt	-2.2	-2
Listed for `CC=Cc1ccc2n(c1=O)C[C@@H]1[C@@H](CO)[C@H](C(=O)NCCC)N(Cc3cccc(F)c3)[C@H]21` (mixture of isomers) → -28	35	1.7	3

Further results follow.
SMILES | Pf Dd2 inh | T cruzi growth | GASC1 inh | C diff growth
O=C(N[C@H]1CC[C@H](CCn2cc(C3(O)CCCC3)nn2)O[C@H]1CO)C1CCOCC1 | -1 | 41 | -0.1 | nt
Cc1ccccc1S(=O)(=O)N1[C@@H]2c3cccc(=O)n3C[C@H]1[C@H](CO)[C@H]2C(=O)N1CCOCC1 | 2 | -10 | 0.4 | -3
CCCC#Cc1ccc([C@H]2[C@H](CO)N3C(=O)CN(C(=O)c4ccccn4)C[C@@H]23)cc1 | 18 | nt | -0.5 | 13
Cc1ccc(-c2cnc3c(c2)C(=O)N([C@@H](C)CO)C[C@@H](C)[C@@H](CN(C)C(=O)CN(C)C)O3)cc1 | 3 | nt | 0.9 | 0
C[C@@H]1CN([C@@H](C)CO)C(=O)CCCn2nncc2CO[C@H]1CN(C)C(=O)OCc1ccccc1 | 6&-3 | -15&18 | 2.3 | -4&-3
CCCN(C)C[C@H]1OCCCC[C@@H](C)Oc2ccc(NC(=O)CCC(F)(F)F)cc2C(=O)N([C@H](C)CO)C[C@H]1C | 11 | 67 | 0.8 | 2
COc1ccc(S(=O)(=O)Nc2ccc3c(c2)C(=O)N([C@@H](C)CO)C[C@@H](C)[C@H](CN(C)C(=O)c2ccncc2)OCCCC[C@@H](C)O3)cc1 | -22 | 16 | -0.2 | -8
C[C@H]1CN([C@@H](C)CO)C(=O)c2cc(/C=C/c3ccccc3)cnc2O[C@H]1CN(C)C(=O)Cc1cccnc1 | -9 | nt | -1.4 | -4
CNC[C@H]1Oc2ncc(-c3cccc(C(=O)N(C)C)c3)cc2C(=O)N([C@H](C)CO)C[C@@H]1C | 23 | nt | 1.3 | -3
C[C@H]1CCCCO[C@H](CN(C)C(=O)CCC(F)(F)F)[C@@H](C)CN([C@@H](C)CO)C(=O)c2cc(NC(=O)NC3CCCCC3)ccc2O1 | -40 | 78 | -1.3 | -2
COCC#Cc1cnc2c(c1)C(=O)N([C@@H](C)CO)C[C@H](C)[C@H](CN(C)S(=O)(=O)c1ccccc1)O2 | 3 | 3 | -0.2 | 1
O=C(c1ccccc1)N1C[C@@H]2[C@H](c3ccccc31)[C@@H](CO)N2C(=O)CN1CCOCC1 | 2 | 30 | -2.8 | -1

Random excerpt: 3 compounds from above, in no set order.
SMILES | Pf Dd2 inh | T cruzi growth | GASC1 inh | C diff growth
CNC[C@H]1Oc2ncc(-c3cccc(C(=O)N(C)C)c3)cc2C(=O)N([C@H](C)CO)C[C@@H]1C | 23 | nt | 1.3 | -3
CCCC#Cc1ccc([C@H]2[C@H](CO)N3C(=O)CN(C(=O)c4ccccn4)C[C@@H]23)cc1 | 18 | nt | -0.5 | 13
C[C@@H]1CN([C@@H](C)CO)C(=O)CCCn2nncc2CO[C@H]1CN(C)C(=O)OCc1ccccc1 | 6&-3 | -15&18 | 2.3 | -4&-3

Other structures follow.
SMILES | Pf Dd2 inh | T cruzi growth | GASC1 inh | C diff growth
Cc1ccc(S(=O)(=O)Nc2ccc3c(c2)CC(=O)N([C@@H](C)CO)C[C@H](C)[C@@H](CN(C)Cc2ccc(C(=O)Nc4ccccc4N)cc2)O3)cc1 | -85* | nt | -1.4 | 1
C[C@H](CO)N1C[C@H](C)[C@H](CN(C)Cc2ccccc2)Oc2ncc(-c3cc4ccccc4o3)cc2C1=O | -63 | nt | nt | 76
C[C@@H]1CCCCO[C@H](CN(C)C(=O)Cc2ccccc2)[C@@H](C)CN([C@H](C)CO)C(=O)c2cc(NC(=O)Nc3ccc(F)cc3)ccc2O1 | -4 | -8 | 1.0 | -7
CN(C)C(=O)c1cccc(-c2ccc([C@@H]3[C@H](CO)N4CCCCN(C(=O)C5CCCC5)C[C@@H]34)cc2)c1 | -6 | 64 | nt | -8
C[C@@H]1CN([C@@H](C)CO)C(=O)c2cc(NS(C)(=O)=O)ccc2O[C@@H](C)CCCCO[C@H]1CN(C)C(=O)CCC(F)(F)F | 24 | 52 | 1.0 | -4
C[C@H](CO)N1C[C@H](C)[C@@H](CN(C)S(=O)(=O)c2cn(C)cn2)Oc2ccc(NC(=O)Nc3ccc(F)cc3)cc2C1=O | 11 | 31 | 1.1 | -3
C[C@H](CO)N1C[C@H](C)[C@@H](CN(C)Cc2ccc(Oc3ccccc3)cc2)Oc2ccc(NC(=O)CCCN(C)C)cc2C1=O | -50 | -89 | 2.5 | -9
CCCC#Cc1ccc2c(c1)O[C@@H](CN(C)C(=O)Nc1ccccc1F)[C@H](C)CN([C@H](C)CO)S2(=O)=O | -50 | nt | 2.3 | -6
Cc1noc(C)c1S(=O)(=O)Nc1ccc2c(c1)C(=O)N([C@@H](C)CO)C[C@H](C)[C@H](CN(C)C(=O)CCCN(C)C)OCCCC[C@H](C)O2 | 31 | -37 | 1.6 | -1
CCCNC(=O)[C@H]1[C@H](CO)[C@H]2Cn3c(ccc(C4=CCCC4)c3=O)[C@H]2N1C(=O)CC1CC1 | nt | -12 | 1.5 | 3
O=C(C[C@H]1C=C[C@@H](NC(=O)C2CC2)[C@H](CO)O1)NC1CCC1 | 16 | 0 | 5.2 | nt
CN(C)CCCNC(=O)[C@H]1[C@H](CO)[C@H]2Cn3c(ccc(C4=CCCC4)c3=O)[C@H]2N1CCC(F)(F)F | nt | 66 | 1.5 | 1
CN(C)CC(=O)Nc1ccc2c(c1)[C@H]1C[C@H](CC(=O)N3CCN(C)CC3)O[C@H](CO)[C@H]1O2 | -15 | -45 | -0.3 | 0
CCCNC(=O)N1CC(=O)N2[C@H](CO)[C@H](c3ccc(-c4ccc(F)cc4)cc3)[C@H]2C1 | -46 | nt | -0.6 | -9
O=C(C[C@@H]1C[C@@H]2c3cc(NC(=O)CC4CC4)ccc3O[C@@H]2[C@H](CO)O1)NCc1cccc(F)c1 | -4 | 29 | 0.9 | -1
CC(C)NC(=O)Nc1ccc2c(c1)CC(=O)N([C@H](C)CO)C[C@H](C)[C@H](CN(C)S(=O)(=O)c1ccccc1)O2 | -8 | -18 | 1.2 | 0
C[C@@H]1CN([C@H](C)CO)C(=O)c2cc(NS(=O)(=O)c3ccccc3)ccc2O[C@@H]1CN(C)S(=O)(=O)c1ccc(Cl)cc1 | -13 | 69 | -1.6 | nt
CN1[C@H](CO)[C@@H]2c3ccccc3N(C(=O)Nc3cc(F)ccc3F)C[C@@H]21 | -12 | 17 | -2.8 | 0
COc1ccc(S(=O)(=O)Nc2ccc3c(c2)C(=O)N([C@H](C)CO)C[C@H](C)[C@H](CN(C)S(=O)(=O)c2ccc(OC)cc2)OCCCC[C@@H](C)O3)cc1 | -42 | 48 | 1.0 | -3
CC(C)NC(=O)N[C@@H]1CC[C@H](CCN)O[C@@H]1CO | 17 | 11 | -1.8 | nt
C[C@@H]1CN([C@H](C)CO)C(=O)Cc2cc(NC(=O)C3CCCCC3)ccc2O[C@@H]1CN(C)Cc1ccc(C(F)(F)F)cc1 | -5 | 74 | -1.7 | 77
C[C@@H]1CN([C@@H](C)CO)C(=O)c2cc(NC(=O)Nc3cccc4ccccc34)ccc2O[C@@H]1CN(C)Cc1ccc(C(=O)Nc2ccccc2N)cc1 | -75 | 73 | -1.7 | nt
CCCNC(=O)C[C@@H]1CC[C@@H]2[C@H](COC[C@H](O)CN2Cc2ccncc2)O1 | 6 | -5 | 7.0 | nt
CCC(=O)Nc1ccc2c(c1)C(=O)N(C)[C@H]1CC[C@H](CC(=O)NCC3CC3)O[C@H]1CO2 | 4 | 5 | 3.4 | -1
COCC#Cc1ccc([C@H]2[C@H]3CN(C(=O)Nc4ccc(F)cc4)CC(=O)N3[C@H]2CO)cc1 | 0 | nt | -2.4 | -2
CC(C)C#Cc1ccc2c(c1)O[C@H](CN(C)C(=O)c1cccc(F)c1)[C@H](C)CN([C@H](C)CO)S2(=O)=O | -53 | 111* | -1.5 | 16
C[C@H](CO)N1C[C@H](C)[C@@H](CN(C)Cc2ccc(C(=O)Nc3ccccc3N)cc2)Oc2c(NC(=O)c3ccncc3)cccc2C1=O | -46 | ? | -0.7 | -5
O=C(N[C@@H]1C=C[C@H](CC(=O)N2CCc3ccccc3C2)O[C@@H]1CO)C1CCC1 | 28 | nt | 3.9 | -4
C[C@@H]1CN([C@@H](C)CO)C(=O)c2cc(NC(=O)Nc3ccc(C(F)(F)F)cc3)ccc2O[C@@H](C)CCCCO[C@@H]1CN(C)S(=O)(=O)c1cccs1 | -56 | 37 | -0.9 | 7
CN1[C@@H]2Cn3c(ccc(/C=C/c4ccccc4)c3=O)[C@H]1[C@@H](C(=O)NC1Cc3ccccc3C1)[C@@H]2CO | nt | -2 | -3.1 | 24
CN(C)C(=O)c1ccc(-c2cccc(-c3nc(C(=O)NCc4ccccc4)cc4c3[C@@H](CCO)N([S@](=O)C(C)(C)C)C4)c2)cc1 | -72 | 91 | -6.8 | nt
CN(C)C(=O)C[C@H]1CC[C@@H]2[C@H](COC[C@H](O)CN2C(=O)C2CCCC2)O1 | 33 | -18 | -3.0 | 13&1
CO[C@@H]1CN(C)C(=O)c2cc(NC(=O)CC(F)(F)F)ccc2OC[C@@H](C)N(C(=O)C2CCCC2)C[C@H]1C | nt | -16 | 3.6 | nt
Cc1ccc(S(=O)(=O)Nc2ccc3c(c2)C(=O)N([C@H](C)CO)C[C@@H](C)[C@H](CN(C)C(=O)NC2CCCCC2)OCCCC[C@@H](C)O3)cc1 | -28 | 80 | 4.6 | 3
COc1ccccc1CNC(=O)C[C@H]1C[C@@H]2c3cc(NC(=O)C4CCOCC4)ccc3O[C@@H]2[C@H](CO)O1 | 12 | -4 | -3.2 | 2
CCS(=O)(=O)NC[C@@H]1[C@@H](c2ccccc2)[C@@H](CO)N1CC1CC1 | -7 | nt | 1.1 | -3
C[C@@H]1CN([C@H](C)CO)C(=O)c2cc(-c3ccc(C#N)cc3)cnc2O[C@@H]1CN(C)C(=O)c1cccnc1 | 9 | nt | 3.2 | -1
CC(C)NC(=O)N(C)C[C@@H]1Oc2ccc(NC(=O)Cn3cnnn3)cc2C(=O)N([C@@H](C)CO)C[C@H]1C | 25 | 9 | 0.7 | -1
